Screening results (PubChem BioAssay)
Cdc42 wt = human Cdc42 wildtype GTP binding change, either direction; P60953; GST-Cdc42 beads, Bodipy-GTP binding, flow cytometry; actives lie on both sides; percent activity (GTP binding), % at 10 µM; 190,000 compounds, 0.2% hits;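 active = percent activity GTP binding at least 20 points away from the 100% baseline, either down as inhibitor or up as activator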;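 note: median bead fluorescence of bound Bodipy-FL-GTP at 100 nM; 0% = excess unlabeled GTP control and 100% = no compound control; below 100% means less GTP binding so inhibitor and above means activator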
Target sequence (P60953 whole entry, looked up): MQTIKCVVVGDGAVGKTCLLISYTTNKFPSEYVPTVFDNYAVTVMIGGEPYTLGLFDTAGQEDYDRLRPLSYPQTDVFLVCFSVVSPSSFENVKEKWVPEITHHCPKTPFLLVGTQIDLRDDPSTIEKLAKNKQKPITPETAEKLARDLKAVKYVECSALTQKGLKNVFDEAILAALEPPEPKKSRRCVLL
HRas wt GTP bind = human HRas wildtype GTP binding, change in either direction; P01112; GST-Ras wt beads, Bodipy-FL-GTP binding, flow cytometry; actives lie on both sides; GTP binding activity, % at 10 µM; 190,000 compounds, 0.14% hits; AID 759;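 active = GTP binding activity at least 20% away from the 100% baseline, either lowered as inhibitor or raised as activator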;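 note: 0% = unlabeled GTP competition control and 100% = no-compound control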
Target sequence (P01112 whole entry, looked up): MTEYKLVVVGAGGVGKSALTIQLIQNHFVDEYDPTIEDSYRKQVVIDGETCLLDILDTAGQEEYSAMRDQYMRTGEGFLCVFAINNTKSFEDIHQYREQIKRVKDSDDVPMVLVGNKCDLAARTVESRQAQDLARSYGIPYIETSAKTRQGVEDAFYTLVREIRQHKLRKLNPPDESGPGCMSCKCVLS
Mcl1-Bid inh = disrupts binding of human Mcl-1 to Bid peptide; TR-FRET Mcl-1/Bid-Dy647 peptide binding, 1536-well; inhibition, % at 21.7 µM; 220,000 compounds, 0.97% hits;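 active = compounds that cut the binding signal by more than half at the single screening dose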;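 note: His-tagged Mcl-1 with europium anti-His antibody binding Bid BH3 peptide; 0% = Mcl-1 plus peptide wells and 100% = peptide-only wells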
Rab7 wt GTP bind = modulators of GTP binding to dog Rab7 wildtype GTPase; GST-Rab7 beads, fluorescent GTP binding, flow cytometry; actives lie on both sides; untreated = 100%, excess cold GTP = 0%; GTP binding activity (percent of control), % at 10 µM; 190,000 compounds, 0.055% hits;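 active = fluorescent GTP binding to Rab7 beads changed by at least 20 points from the 100% baseline, either direction, mostly lower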;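 note: median green fluorescence of bound Bodipy-FL-GTP per Rab7 bead population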
RGS8-Gao reg = regulators of human RGS8-Galphao interaction. AID 1423. multiplexed bead flow cytometry, RGS8-Galphao binding; actives lie on both sides. P09471. response (percent of control binding), % at 10 µM. 220,000 compounds, 0.34% hits; in the data active = response below about 60% or above about 140%; inactive = in between;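 note: Galphao activated as the GDP aluminium fluoride complex binding bead-coupled RGS8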
Target sequence (P09471 whole entry, looked up): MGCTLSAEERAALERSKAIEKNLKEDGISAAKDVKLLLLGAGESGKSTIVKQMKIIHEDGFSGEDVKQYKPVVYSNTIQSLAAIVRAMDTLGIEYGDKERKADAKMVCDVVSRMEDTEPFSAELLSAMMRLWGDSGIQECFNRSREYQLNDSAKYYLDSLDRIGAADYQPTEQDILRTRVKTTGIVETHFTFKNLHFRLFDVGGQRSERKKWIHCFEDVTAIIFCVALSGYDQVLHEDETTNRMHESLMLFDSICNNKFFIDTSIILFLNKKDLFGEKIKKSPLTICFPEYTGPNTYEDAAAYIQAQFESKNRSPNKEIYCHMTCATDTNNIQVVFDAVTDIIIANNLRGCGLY
Mcl1 Noxa PPI = disrupts binding of human Mcl-1 to Noxa peptide. 220,000 compounds, 1.5% hits. Q07820. TR-FRET Mcl-1/Noxa peptide binding, 2 h. inhibition, % at 21.7 µM;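 active = compounds that cut the protein-peptide binding signal by more than 50% relative to plate controls in a single-dose test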;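 note: His-tagged Mcl-1 with rhodamine Noxa BH3 peptide and terbium anti-His antibody; 0% = Mcl-1 plus Noxa peptide wells and 100% = peptide-only wells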
Rac1 mut GTP = alters GTP binding to activated mutant human Rac1; P63000; GST-Rac1 activated beads, fluorescent GTP binding, flow cytometry; actives lie on both sides; 100% means binding = to untreated wells; percent activity (GTP binding), % at 10 µM; 190,000 compounds, 0.11% hits;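 active = GTP binding at least 20 percentage points away from the 100% baseline, in either direction, so actives lie on both sides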
Rab2 wt GTP = changes GTP binding to wildtype dog Rab2A, up or down | P61105 | GST-Rab2 wt beads, Bodipy-GTP binding, flow cytometry | GTP binding activity, % at 10 µM | 190,000 compounds, 0.19% hits;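 active = GTP binding activity at least 20 points away from 100%, either lowered or raised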;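 note: 0% = beads with excess unlabeled GTP and 100% = no-compound control corrected for plate trend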
Rac1 wt modul = modulators of human Rac1 wildtype GTP binding; GTP binding activity (% of control), % at 10 µM; P63000; GST-Rac1 beads, fluorescent GTP binding, flow cytometry; actives lie on both sides; 0 = cold GTP competed, 100 = untreated; 190,000 compounds, 0.27% hits;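 active = GTP binding activity at least 20 points away from the 100% control level, either lower or higher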
Bim-Mcl-1 = human Bim-Mcl-1 interaction inhibition | 190,000 compounds, 0.1% hits | Bead-based flow cytometry, Bim peptide-Mcl-1 binding | AID 1009 | Q07820 | inhibition, % at 10 µM; in the data active = inhibition above about 40%;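 note: 0% = no compound tracer wells and 100% = peptide blocker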
Pf gamet viab = inhibitors of late stage P. falciparum gametocyte viability; P. falciparum stage V gametocytes, ATP luminescence, 24 h; 150,000 compounds, 0.065% hits; AID 743093; inhibition, % at 10.9 µM;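 active = inhibition above the mean plus 3 SD of compounds within the control limits, set per campaign, cut at about 38% in these data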;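 note: 0% = DMSO wells and 100% = medium only without gametocytes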
Active calls of the source: *; x = no result given.

Structure	Cdc42 wt	HRas wt GTP bind	Mcl1-Bid inh	Rab7 wt GTP bind	RGS8-Gao reg	Mcl1 Noxa PPI	Rac1 mut GTP	Rab2 wt GTP	Rac1 wt modul	Bim-Mcl-1	Pf gamet viab
CCCOc1ccccc1N1C(=O)CC(N2CCOCC2)C1=O (stereo not given)	107	105	-15	97	99	14	100	105	105	2	-6
Cc1ccc(-c2nnn(CC(=O)N(c3ccccc3)C(C(=O)NC(C)(C)C)c3cccs3)n2)o1 (stereo not given)	104	105	-4	100	98	-4	102	100	106	-5	6
Cc1ccc(CN2CCN(Cc3ccccc3-c3ccco3)CC2CCO)o1 (stereo not given)	98	101	-60	104	99	9	98	98	101	-1	x
CCOC(=O)C1=C(c2cccc(F)c2)NC(=S)NC1C (stereo not given)	99	99	-16	101	99	5	97	97	101	1	x
COc1cc2c(cc1NC(=O)C(C)N1CCN(S(=O)(=O)c3ccccc3[N+](=O)[O-])CC1)oc1ccccc12 (stereo not given)	109	104	-32	101	96	-2	102	104	107	-5	3
Cc1c(Cl)c(C(=O)NC2C3CC4CC(C3)CC2C4)nn1C (stereo not given)	98	100	-5	100	x	-86	100	103	104	-2	20
Cc1nc(SCC(=O)Nc2cc(C)on2)c2c3c(sc2n1)CCCC3	95	93	21	94	102	x	90	92	89	-3	x
Cc1cc(Cl)ccc1OCCCC(=O)Nc1cccnc1	97	95	15	97	102	7	94	94	96	0	11
O=C(CCCOc1ccc(Cl)cc1)Nc1cccc(C(=O)O)c1	97	98	-5	105	99	10	95	99	99	-3	2
CCOC(=O)c1sc2nccc(N(C)C)c2c1N=CNOCc1ccccc1	104	104	-17	101	104	-6	99	101	107	1	-8
COc1ccc(/C(N)=N/OC(=O)c2cccc([N+](=O)[O-])c2C)cc1	95	96	-18	97	102	15	97	96	99	0	8
Cc1ccc(N(CN2C(=O)c3ccccc3C2=O)C(=O)c2ccc([N+](=O)[O-])cc2[N+](=O)[O-])cc1	94	101	-4	101	74	-1	101	98	103	-3	-30
CC[C@H](C)NC(=O)CCCCCn1c(=S)[nH]c2c([nH]c3ccc(OC)cc32)c1=O	95	94	-29	96	99	24	93	94	97	0	-14
O=C(/C=C/c1ccc(Br)o1)Nc1nccs1	95	94	-8	97	96	19	93	94	89	0	-13
CC(OC(=O)c1ccc(S(=O)(=O)NCc2ccco2)cc1)C(=O)Nc1ccc(Cl)cn1 (stereo not given)	100	98	-46	95	103	-2	97	96	102	0	9
CSc1nnc(NC(=O)C2CCCCC2)s1	95	96	4	98	114	3	94	97	96	-2	x
CC(=O)c1nn(-c2ccc(Br)cc2)cc1C(=O)c1ccco1	100	102	0	102	103	-14	100	99	106	-2	-3
Cn1nc(CC(=O)Nc2ccc3c(c2)CCC3)c2ccccc2c1=O	95	99	-9	96	98	13	95	97	96	2	4
CC(C)C[C@H](NC(=O)c1[nH]cnc1C(=O)N[C@@H](C)c1ccccc1)C(=O)OC(C)(C)C	94	94	-26	100	102	-69	96	98	94	5	x
Cc1ccc(Cl)cc1N1CCN(S(=O)(=O)c2c(C)[nH]c(=O)[nH]c2=O)CC1	99	99	34	97	102	-8	96	97	100	0	-5

The list continues:
Structure	Cdc42 wt	HRas wt GTP bind	Mcl1-Bid inh	Rab7 wt GTP bind	RGS8-Gao reg	Mcl1 Noxa PPI	Rac1 mut GTP	Rab2 wt GTP	Rac1 wt modul	Bim-Mcl-1	Pf gamet viab
Cc1ccc(S(=O)(=O)N/N=C/c2c(C)nn(-c3ccccc3)c2C)cc1	99	100	-31	99	99	13	99	101	98	-3	7
N#CC(C#N)=Cc1cccn1-c1ccc(C(=O)O)cc1	96	97	-49	100	100	20	95	95	94	3	0
COc1ccc(OCCCCOc2ccccc2Cl)cc1	93	92	-17	91	99	x	87	88	88	-1	x
CCC(=O)Nc1cccc(NC(=O)CSc2nnnn2C)c1	100	101	-10	99	104	17	99	102	103	0	x
CCC(NC(=O)c1ccccc1O)c1ccccc1 (stereo not given)	101	102	-25	102	100	0	101	103	98	-2	-19
CCOc1cc(C=O)ccc1OS(=O)(=O)c1ccc(NC(C)=O)cc1	102	101	52*	101	100	39	105	103	103	-1	-16
O=C(Nc1ccccc1Cc1ccccc1)c1ccc2c(c1)SC1=NS(=O)(=O)CCN12	107	104	-9	102	105	10	104	103	108	-2	-6
O=C(NCC1OCCc2ccccc21)c1cc(COc2ccc(F)cc2Cl)on1 (stereo not given)	99	101	-1	102	101	19	95	100	103	0	-11
O=S(=O)(Nc1cccc(S(=O)(=O)N2CCCCCC2)c1)c1ccccc1	98	98	-3	104	105	24	93	98	99	-1	-24
Cn1c(=O)n(C)c2cc(NC(=O)CSc3nnc(-c4ccccc4O)n3-c3ccccc3)ccc21	103	100	-10	97	113	-18	97	100	104	-2	5
O=S1CCCSC1c1cccnc1 (stereo not given)	103	102	-8	104	100	7	101	101	104	3	x
Cc1ccc(S(=O)(=O)CC(=O)c2cc(C)c(O)c(C)c2)cc1	96	97	-28	102	97	33	93	99	96	0	11
CC(=O)Nc1cc2nn(-c3ccccc3)nc2cc1Cl	105	104	8	102	99	-13	101	103	103	1	x
O=C(CSc1nnc(CNC(=O)C23CC4CC(CC(C4)C2)C3)n1-c1ccc(F)cc1)Nc1ccccc1	100	98	-3	97	101	-5	100	101	101	-1	x
Cc1ccc(C(=O)/C=C2\NCC(C)NC2=O)cc1 (stereo not given)	107	105	-23	100	105	4	102	105	104	-4	x
Brc1ccccc1Cn1c(-c2cscn2)nc2ccccc21	99	99	18	99	99	-10	98	99	101	-1	-2
N#C/C(=C(\O)c1ccco1)c1ccccn1	108	107	-21	102	92	-17	100	106	104	0	10
O=C(CSc1ccccc1C(=O)O)NCC1CCCCC1	99	96	2	95	100	7	96	100	95	-2	18
CS(=O)(=O)N1CCC(C(=O)Nc2c(F)cccc2F)CC1	106	103	-33	102	99	1	102	101	105	3	x
COCCn1c(N)c(N(Cc2ccccc2)C(=O)c2oc3ccccc3c2C)c(=O)[nH]c1=O	101	100	-17	95	102	-13	100	98	100	-3	12

Next entries follow:
Structure	Cdc42 wt	HRas wt GTP bind	Mcl1-Bid inh	Rab7 wt GTP bind	RGS8-Gao reg	Mcl1 Noxa PPI	Rac1 mut GTP	Rab2 wt GTP	Rac1 wt modul	Bim-Mcl-1	Pf gamet viab
O=S1(=O)CCC(N=Cc2ccc(-c3ccc(Cl)cc3)o2)C1 (stereo not given)	92	98	-33	102	103	-12	95	97	97	-1	7
Cc1cc(Cl)c(S(=O)(=O)NC2CCCC2)cc1OCC(=O)NC1CCCCC1	105	100	-5	100	99	18	101	99	103	-2	24
Cc1cccc(C)c1NC(=O)CCCCCNS(=O)(=O)c1ccccc1	98	96	3	100	101	7	99	97	102	-3	4
COc1ccc(-c2cc3ccccc3n2CC(O)CNC(CO)(CO)CO)cc1 (stereo not given)	101	98	-21	98	102	16	98	98	99	-1	2
C=CCn1c(SCC(=O)N(C)C)nc2cc(C(=O)O)ccc2c1=O	97	97	14	96	99	24	95	94	95	0	-18
COc1cc(C2N(c3cccc(Cl)c3)C(=O)C3CCCN32)cc(OC)c1OC (stereo not given)	105	104	-14	98	101	-17	100	103	105	-4	x
NC(=O)CC[C@@H]1NC(=O)[C@H](CO)NC(=O)c2cc([N+](=O)[O-])cc(I)c2NCCC[C@@H](C(N)=O)NC(=O)[C@H](Cc2ccc(O)cc2)NC1=O	98	97	41	103	98	62*	96	97	102	0	5
NC(=O)CSc1nnc(-c2cc(-c3cccs3)nc3ccccc23)o1	101	99	-7	97	99	-1	100	97	103	1	x
O=[N+]([O-])c1cc(Cl)cc(/C=N/Nc2nc3ccccc3s2)c1O	92	97	-15	102	104	67*	91	94	95	-1	19
COc1ccc(Nc2nc(N)nc(CSC(=S)N3CCN(C)CC3)n2)cc1	96	97	-20	105	98	8	95	98	96	-1	-13
COc1ccc(OC)c(NC(=S)NN2CCOCC2)c1	99	99	-30	99	95	23	95	97	97	-2	x
Cc1nc(N2CCCCC2)nc(N2CCCCC2)c1C=O	99	102	1	100	99	5	98	101	101	-2	-26
CN(C(=O)c1cc2ccccc2oc1=O)C1(C)CCS(=O)(=O)C1 (stereo not given)	97	97	0	94	103	10	97	96	98	0	x
Cc1ccc(-n2c(SCC3CCCCO3)nnc2-c2ccco2)cc1 (stereo not given)	98	96	-17	99	116	18	96	98	97	-4	x
O=C(COC(=O)c1cc(S(=O)(=O)N2CCOCC2)ccc1F)c1ccc[nH]1	97	96	-30	97	100	8	97	94	103	-1	x
COc1ccc(OC)c(CNC(=O)C2CCCN(c3nc4ccccc4o3)C2)c1 (stereo not given)	101	101	-23	97	102	-1	99	99	104	0	x
Nc1cccn2c(-c3ccc(Cl)cc3)cnc12	96	100	-42	107	99	31	96	97	100	-2	x
Cc1ccc(NC2(c3nnnn3-c3c(C)cccc3C)CCCCC2)cc1	96	96	-19	95	135	11	98	97	104	-3	8
Cc1c(Cl)c([N+](=O)[O-])nn1CCCC(=O)Nc1ccc(Cl)cc1Cl	99	96	-6	95	105	6	99	96	98	-6	12
CSCCCNC(=O)c1ccc(OC2CCN(CCc3ccccc3)CC2)cc1	97	100	-37	106	107	-10	95	102	98	-3	8

(list continues)
Structure	Cdc42 wt	HRas wt GTP bind	Mcl1-Bid inh	Rab7 wt GTP bind	RGS8-Gao reg	Mcl1 Noxa PPI	Rac1 mut GTP	Rab2 wt GTP	Rac1 wt modul	Bim-Mcl-1	Pf gamet viab
COc1ccc(C(=O)NCC(=O)Nc2ccc(F)cc2)cc1OC	106	100	-37	102	105	-14	100	101	105	1	x
O=C(O)C1CCCCC1C(=O)Nc1ccc(F)cc1F (stereo not given)	99	98	-8	96	102	-1	99	96	100	0	x
CCc1ccc(C(=O)COC(=O)c2cnccn2)cc1	104	101	0	100	100	10	100	99	105	-2	x
COc1ccccc1CC(=O)Nc1ccc(-c2noc(COc3ccc(Br)cc3)n2)cc1	98	96	-16	96	94	-3	99	98	101	-2	4
C=CCOCCN(C)C1=NS(=O)(=O)c2ccccc21	96	100	-19	102	101	6	97	100	101	0	20
O=C(COC(=O)c1ccccc1O)Nc1ccc(OC(F)F)cc1	102	101	-3	104	104	19	100	102	104	-4	-22
O=C(NC(c1ccccc1)c1ccccc1)C1(c2cccs2)CCOCC1	103	102	-9	103	102	10	101	101	103	-1	x
O=C(COC(=O)CCC(=O)c1ccc(F)cc1)Nc1ccc(F)cc1F	89	90	-2	100	99	-5	89	91	92	-2	14
CCOC(=O)CCNC(=O)c1ccccc1Br	98	99	-7	95	100	-2	102	100	103	0	12
Cc1ccc(NC(=O)CN(C)C(=O)CN2C(=O)NC(C)(c3ccccc3)C2=O)cc1 (stereo not given)	104	99	-7	95	95	-16	99	98	103	-4	x
O=S(=O)(Cc1ccccc1Cl)CC(O)COc1ccccc1Cl (stereo not given)	102	102	31	104	97	4	100	100	105	-1	x
